# mHTT CaM bind = disrupts binding of mutant huntingtin to calmodulin. inhibition, % at 15 µM. 190,000 compounds, 3.6% hits. AlphaScreen His-mHTT/GST-CaM binding, luminescence;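 further: 0% = both proteins with DMSO and 100% = one protein alone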
# Pf apPOL inh = Pf-apPOL DNA polymerase inhibition | inhibition, % at 10 µM | Recombinant Pf-apPOL, molecular beacon fluorescence, 1.5 h | 210,000 compounds, 0.25% hits
# * = called active by the depositor; / = not tested or not shown; & = joins results of further samples. No stated cut-off is given here; in the data, active means inhibition above about 50%; inactive means the rest. The order is random (roughly 3.5% active in at least one column).
Structure	mHTT CaM bind	Pf apPOL inh
CCC1CCc2c(sc(NC(=O)c3cccnc3)c2C(N)=O)C1 (stereo not drawn)	-2	1
COc1ccccc1C1CCN(c2ncccc2[N+](=O)[O-])CC1	/	-1
Cc1c(Br)c(C(F)(F)F)nn1CC(=O)NCc1ccccc1	-1	2
Cc1nn(-c2nc(C)c(C)c(=O)[nH]2)c(C)c1CCC(=O)Nc1nc2ccccc2s1	-10	-11
Cn1nc(CC(=O)Nc2ccc(O)cc2)c2ccccc2c1=O	2	-3
COc1cc2oc(=O)cc(-c3ccc(-c4ccc(C#N)cc4)cc3)c2c(OC)c1OC	7	-6
COc1ccc(-n2nnnc2C2(Nc3cccc(Cl)c3)CCCCC2)cc1	22	-67
C=CCn1c(=O)c2c(ncn2Cc2ccc(F)cc2)n(-c2ccc(F)cc2)c1=O	-3	-5
CCOc1cccc(C2NC(=O)c3c(sc4c3CCN(C)C4)N2)c1O (stereo not drawn)	11	-3
CCc1nc2c(c(=O)n1CC(=O)Nc1ccc(C(C)C)cc1)CN(Cc1ccccc1)CC2	10	-5

# The list goes on.
Structure	mHTT CaM bind	Pf apPOL inh
O=C(NCc1cccc(F)c1)C1CCN(c2cncnc2N2CCOCC2)CC1	-2	-4
O=C(NC1CCN(c2nnc3ccccn23)CC1)c1cccc(F)c1	-3	1
CCOC(=O)c1c(-c2ccccc2)oc2ccc(OC(=O)CC)cc12	-8	-6
O=C(O)CCC(=O)N1CCCCC1	-8	-1
C=CCNC(=O)C1CC(=O)N(c2ccc(C(C)C)cc2)C1 (stereo not drawn)	-1	-2
CCN(CC)C(=O)C1CCCN(Cc2cccc(OC)c2)C1 (stereo not drawn)	2	-10
O=C(NC1CC1)C1CCC(c2ccccc2)N(C(=O)c2ccccc2F)C1 (stereo not drawn)	-1	0
CNC(=O)c1ccccc1N	-6	11
c1ccc(-c2n[nH]c(C3CCN(Cc4ccncc4)CC3)n2)cc1	25	5
Cc1c(Cl)c([N+](=O)[O-])nn1CC(=O)Nc1cc(-c2ccc(Cl)cc2)nn1C	8	-4

# Further records follow:
Structure	mHTT CaM bind	Pf apPOL inh
O=C(CCC1CCN(c2cc(NC3CC3)ncn2)CC1)N1CCc2ccccc2C1	19	-7
CC1CCCCC1NC(=O)C1C2C=CC3(CN(Cc4ccccc4Cl)C(=O)C13)O2 (stereo not drawn)	4	1
O=C(OCCCN1CCC2(CCC(c3ccccc3)CC2)C1=O)c1ccccc1 (stereo not drawn)	-41	-1
CCC(=O)N(C)CC1CC(c2ccc(OC)cc2)=NO1 (stereo not drawn)	9	-3
Cc1ccc(C(=O)N2CCC(COc3ccc(C(=O)N4CCCC4)cc3)CC2)cc1C	43	-5
COc1ccccc1CN1CCN(C(=O)c2cccc(F)c2)CC1	-2	-2
CCNC(=O)C1CCN(c2nc3ccc(-c4cccs4)nc3s2)CC1	14	-2
CC1CCCCN1C(=O)c1cc(-c2ccc(Cl)c(Cl)c2)on1 (stereo not drawn)	-18	9
CC(=O)N1CCc2cc(N3CC(C(=O)NCc4cc(F)cc(F)c4)CC3=O)ccc21 (stereo not drawn)	-4	-2
COC(=O)c1scc(Br)c1O	/	-7

# Continuation:
Structure	mHTT CaM bind	Pf apPOL inh
CCc1ccc(C2=C(C)C(N3CCCN(C(=O)C4CC4)CC3)=NS2(=O)=O)cc1	17	-5
Cc1sc(N=Cc2ccc(Br)cc2)c(C#N)c1C	18	1
CN(c1ccccc1)S(=O)(=O)c1ccc(C(=O)Nc2nnc(-c3ccc(F)cc3)o2)cc1	6	-30
CCOc1ccc(CN2CCSCC2)cc1	-1	-18
CCOc1ccccc1C=C1Oc2cc(OC(=O)C3CC3)ccc2C1=O	-1	-11
CCOc1ccc(NC(=O)CC23CC4CC(CC(C4)C2)C3)cc1	-3	-4
CCN(CC)c1nc(-c2ccccc2F)nc2ccccc12	-17	-3
CCOc1ccc(NC(=O)c2ccc(S(=O)(=O)N3CCCCC3)cc2)c([N+](=O)[O-])c1	-6	-2
CC(=O)N1CCN(CC(C)(C)NS(=O)(=O)c2ccc(Cl)cc2)CC1	4	-2
CN(Cc1ccc(F)cc1)Cc1cc(=O)n2[nH]c(-c3cccc(Cl)c3)cc2n1	-2	-20

# (list continues)
Structure	mHTT CaM bind	Pf apPOL inh
CN1CCC(NC(=O)C2CCc3nc(N4CCN(C(=O)C5CCC5)CC4)sc3C2)CC1 (stereo not drawn)	2	-2
Cc1ccc2nc(NC(=O)C3CCN(S(=O)(=O)c4cccc5nsnc45)CC3)sc2c1	18	1
Cc1ccc(-c2cc(=O)c3cc(Br)ccc3o2)cc1	-1	1
CN(CC(=O)N1CCCc2c1c(=O)oc1ccc(O)cc21)C1CCCCC1	-2	-6
NNC(=O)c1ccc(OCc2ccc(Cl)cc2)cc1	4	-4
Cc1cccc(Nc2ccccc2C(=O)O)c1	/	2
Cn1c(=O)c2c(nc(N3CCOCC3)n2CCCNC2=NCCC2)n(C)c1=O	1	-2
COc1ccc(C(=O)Nc2cc(-c3nc4ncccc4o3)ccc2C)cc1Br	6&6	-1&-1
CC(=O)C1C(=O)CC(c2ccco2)CC1=O (stereo not drawn)	-1	/
CC(=O)N1c2c(cc(Br)cc2S(=O)(=O)Nc2ccc(Cl)cc2)CC1C (stereo not drawn)	39	-1

# The list goes on:
Structure	mHTT CaM bind	Pf apPOL inh
C=COCCn1c(-c2nonc2N)nc2ccccc21	-3	-8
Cn1c(C2CCN(C(=O)Nc3ccc(F)c(Cl)c3)C2)nc2cccnc21 (stereo not drawn)	-2	0
CC1=C(C(N)=O)C(c2cccnc2)n2ncnc2N1 (stereo not drawn)	-7	-5
Cc1ccccc1C(=O)N1CCc2cn(C)c3cccc(c23)C1	20	-1
CCOc1ccccc1NC(=Nc1nc(C)cc(C)n1)NC(=O)c1ccccc1	5	0
CCN=Cc1c(C)[nH]n(-c2ccc(Cl)cc2)c1=O	-5	-6
CCCCNc1cccc2c1S(=O)(=O)N[C@H](CC(C)C)CO2	-16	-5
CC1(C)Cc2ccccc2-c2nnc(-c3ccccc3)n21	-1&-7	-2&-3
CCCCc1ccc(C2C(C#N)=C(N)SC(N)=C2C#N)s1	55*	-1
CCc1cccc(C)c1NC(=O)c1ccccc1C	-6	-4

# Following part:
Structure	mHTT CaM bind	Pf apPOL inh
CCc1ccc(C(=O)CSc2nnnn2C)cc1	-4	-16
C=C(C)COc1ccc2c(c1)OC(=Cc1ccccc1C)C2=O	-2	-5
CC(C)c1n[nH]c(C2CCCN2C(=O)Cc2c[nH]c3ccccc23)n1 (stereo not drawn)	24	-5
CC1CC(C)CN(C(=O)CSCC(=O)O)C1 (stereo not drawn)	-3	0
O=C(C=Cc1ccc2c(c1)OCO2)c1ccco1	6	2
O=C(O)C1(CCc2ccc(Br)cc2)CCNCC1	7	-7
CC(NC(=O)C(=O)NC1CCCCC1)C(c1cccs1)N1CCOCC1 (stereo not drawn)	-15	1
O=C(NCC1(c2ccccc2)CCOCC1)C(=O)Nc1cccnc1	-3	8
CCOC(=O)c1c(C)oc2cc(Br)c(OC(=O)C3CCCCC3)cc12	-1	-11
CCC(=O)N1CCc2cn(CC(C)C)c3cccc(c23)C1	54*	-5

# Three entries from above, ordered by SMILES length, highest first.
Structure	mHTT CaM bind	Pf apPOL inh
CCOC(=O)c1c(C)oc2cc(Br)c(OC(=O)C3CCCCC3)cc12	-1	-11
COc1ccccc1CN1CCN(C(=O)c2cccc(F)c2)CC1	-2	-2
CCc1ccc(C(=O)CSc2nnnn2C)cc1	-4	-16

# (listing goes on)
Structure	mHTT CaM bind	Pf apPOL inh
COCCCNC(=O)N1CCCC1c1cc(C)no1 (stereo not drawn)	-5	-4
N#Cc1nc(COc2ccc(Cl)cc2)oc1N1CCCC1	17	-4
Cc1cccc(NC2=NS(=O)(=O)c3ccccc32)c1	-3	-4
COc1ccc(CN2CCc3nc(Nc4ccc(F)cc4)ncc3C2)cc1	0	-1
O=C(Nc1cccc(Cl)c1)c1cc([N+](=O)[O-])ccc1N1CCOCC1	0	1
COc1ccc(N(CN2C(=O)C3C4c5ccccc5C(c5ccccc54)C3C2=O)C(C)=O)cc1 (stereo not drawn)	26	-2
Cc1noc(-c2nn(C)c3c2CN(C(=O)Nc2ccccc2Cl)CC3)n1	-4	0
O=C(NCCCn1ccnc1)c1cc(-c2ccc(Br)cc2)nc2ccccc12	44	-2
Cc1c(C(=O)N2CCC(C)CC2)oc2ccc(S(=O)(=O)N3CCCCCC3)cc12	-2	-6
CC(C)(C)c1ccc(-c2ccnc(N3CCN(C(=O)C(Cl)Cl)CC3)n2)cc1	-3	-6

# Carrying on.
Structure	mHTT CaM bind	Pf apPOL inh
O=[N+]([O-])c1ccc(S(=O)(=O)N2CCSC2c2ccccc2)cc1 (stereo not drawn)	35	-4
CC1(C)OC(=O)C(=Cc2ccc(-c3ccccc3[N+](=O)[O-])o2)C(=O)O1	1	5
Cc1nnc(SCc2ccc(F)cc2)s1	-10	1
COc1ccc(-c2oc3ccc(OC)cc3c2C(=O)O)cc1	-9&-16	-5&0
CC(C)(C)c1ccc(C(=O)NC2CCS(=O)(=O)C2)cc1 (stereo not drawn)	2	-1
Cc1ccccc1CS(=O)(=O)Cc1ccc(C(=O)NCc2ccccn2)o1	49	-10
CCN(C(=O)CSc1nc2nc(C)cc(C)n2n1)c1cccc(C)c1	43	-6
O=C(Nc1cccc(N2CCCN(Cc3cc(F)cc(F)c3)C2=O)c1)C1CCC1	0	-4
CSc1nc(CSc2ccc(Cl)cc2)nc(C2CC2)c1C#N	/	0&-4
O=S1(=O)CCC(N2CCOCC2)C1 (stereo not drawn)	-4	-3

# Next part:
Structure	mHTT CaM bind	Pf apPOL inh
CCc1onc(C)c1C1CCCN1C(=O)c1c(-c2c(F)cccc2Cl)noc1C (stereo not drawn)	2	5
O=C(CCS(=O)(=O)Cc1ccccc1F)NCc1ccc2c(c1)OCO2	-6	-12
Cc1ccccc1-c1nnc(N)s1	-1	-7
CCOc1ccccc1C(=O)NCC(c1ccc(N(C)C)cc1)N(C)C (stereo not drawn)	-17	-4
CCC(=O)NCc1nc2c(n1CC)CN(C(=O)c1ccc(C(F)(F)F)s1)CC2	6	-5
Cc1sc2c(=O)n(C3CCCCC3)cnc2c1C(=O)NCc1ccccc1	4	4
COc1cccc(OCCCCOc2ccc([N+](=O)[O-])cc2)c1	-11	-6
COc1ccc(-n2nc3c(c2NC(=O)/C=C/c2cc(OC)c(OC)c(OC)c2)CSC3)cc1	34	-7
COc1cccc(NC(=O)C2CC(=O)N(Cc3cccc(Br)c3)C2)c1 (stereo not drawn)	3	-3
CCN(CC)C(=O)Oc1ccc2c(=O)c(Oc3ccc(C(=O)OC)cc3)c(C)oc2c1	5	-11

# Additional structures.
Structure	mHTT CaM bind	Pf apPOL inh
CCOc1ccc(S(=O)(=O)N(CC(=O)NCC2CCCO2)c2ccccc2)cc1 (stereo not drawn)	-2	-8
CCOC(=O)CC1C(=O)NCCN1C(=O)CCCC(=O)O (stereo not drawn)	-2	-2
COc1ccc(CNC(=O)C2(C)Cc3ccccc3C(=O)N2CC2CC2)cc1 (stereo not drawn)	-9	-3
CSc1ccc(NC(=O)N2CC3CC2CC3NC(=O)c2ccccc2)cc1 (stereo not drawn)	9	1
O=C(CN(c1cc(C(F)(F)F)ccc1Cl)S(=O)(=O)c1ccccc1)Nc1ccccc1	99*	-5
Cc1cccc(N2CCN(Cc3ccnc4ccccc34)CC2)c1C	10	13
O=C(c1cccs1)N1C[C@H](n2cc(C3CC3)nn2)[C@@H](O)C[C@@H]1c1ccccc1	4	1
Nc1nc(-c2ccc3c(c2)CCC3)cc(C(F)(F)F)n1	/	-12&-6
Cc1nn(C)cc1S(=O)(=O)NCc1ccccn1	-10	-9
Cc1nnc2c(NC(=O)c3ccc(C(F)(F)F)cc3)cccn12	-8	0

# (continued)
Structure	mHTT CaM bind	Pf apPOL inh
CCN(CC)c1ccc(NC(=O)C2CCCCC2C(=O)O)cc1 (stereo not drawn)	20	-1
CCNC(=O)Nc1cc(C)ccc1N1CCCN(Cc2ccccc2C)C1=O	4	1
CC(C)(C)OC(=O)N1CCC(c2nc(-c3ccc(Cl)s3)cs2)CC1	/	2
NNC(=O)c1cnn(Cc2ccccc2)c1N	2	1
COc1ccc(Cl)cc1NC(=O)NS(=O)(=O)c1ccc(C)cc1	1	-1
COc1ncccc1CN(C)S(=O)(=O)N(C)C	-1	2
O=C(NC1CCCC1)C1c2ccccc2C(=O)N1C1CCCC1 (stereo not drawn)	-11	-1
COc1ccccc1NC(=O)c1ccc(N2CCNC(c3ccccc3)C2)nc1 (stereo not drawn)	32	1
Brc1cc2c3c(ccc4c3c1CCC4)CCC2	/	-6
Cc1cccc(N2CCC(C(=O)Nc3ccc(F)cc3)C2=O)c1C (stereo not drawn)	2	-5

# Whole records, quoted from the list. Screens in order: mHTT CaM bind	Pf apPOL inh
# Record of COc1ccccc1C1CCN(c2ncccc2[N+](=O)[O-])CC1 : /	-1
# Record of CCOC(=O)c1c(-c2ccccc2)oc2ccc(OC(=O)CC)cc12 : -8	-6
# Record of Cc1ccc(-c2cc(=O)c3cc(Br)ccc3o2)cc1 : -1	1
# Record of CC1CCCCN1C(=O)c1cc(-c2ccc(Cl)c(Cl)c2)on1 (stereo not drawn) : -18	9
# Record of CCOC(=O)c1c(C)oc2cc(Br)c(OC(=O)C3CCCCC3)cc12 : -1	-11

# Next part
Structure	mHTT CaM bind	Pf apPOL inh
CCOc1ccc(-c2cn3ccn(-c4ccc(C)cc4C)c(=O)c3n2)cc1	-5	-2
O=C(CSc1ncn[nH]1)Nc1cccc(C(=O)O)c1	-5	-8
Cc1ccc(/C=C2\N=C(c3ccc(C(C)(C)C)cc3)OC2=O)o1	9	0
COc1cccc(C2C(C(=O)Nc3ccc(Cl)cc3)=C(C)Nc3nc4ccccc4n32)c1OC (stereo not drawn)	10	2
O=c1oc2ccc(Br)cc2cc1C1=Nn2c(nnc2-c2ccccc2)SC1	5	-5

# Screens deposited in PubChem by University of Kansas High Throughput Screening Laboratory.
